# Screening data from PubChem BioAssay.
# Eya2 phos inh – Eya2 (human) phosphatase inhibition | hit rate 0.006% among 330,000 | recombinant Eya2, OMFP fluorescence dephosphorylation (OMFP is methylfluorescein phosphate) | AID 488837 | Potency, µM (highest dose often 76.9 µM), without a hit: at the highest dose activity, negative = inhibition, actives largely listed as inhibitors; note: potency is the fitted concentration of half-maximal effect; % is set by controls: 0 for no effect and ±100 for the full control effect
# Target sequence (O00167 whole entry, looked up): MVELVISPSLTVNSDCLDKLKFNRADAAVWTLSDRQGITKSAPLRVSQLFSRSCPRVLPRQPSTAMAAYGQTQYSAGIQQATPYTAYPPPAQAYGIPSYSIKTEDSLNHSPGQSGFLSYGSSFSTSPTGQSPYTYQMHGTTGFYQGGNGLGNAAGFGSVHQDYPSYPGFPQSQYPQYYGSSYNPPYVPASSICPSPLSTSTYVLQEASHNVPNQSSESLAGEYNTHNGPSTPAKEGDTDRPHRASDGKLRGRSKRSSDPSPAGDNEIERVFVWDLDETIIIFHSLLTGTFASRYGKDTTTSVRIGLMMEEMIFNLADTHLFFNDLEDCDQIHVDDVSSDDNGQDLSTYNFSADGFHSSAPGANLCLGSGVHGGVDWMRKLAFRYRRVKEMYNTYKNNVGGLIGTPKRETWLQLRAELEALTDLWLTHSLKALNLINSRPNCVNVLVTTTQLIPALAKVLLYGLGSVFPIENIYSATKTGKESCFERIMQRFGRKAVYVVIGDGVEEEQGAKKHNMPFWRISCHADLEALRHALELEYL
#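 Eya2 protein (added as 0.2 uM solution) was preincubated with compound for 10 min at ambient temperature in 50 mM HEPES pH 7.5, 50 mM NaCl, 5 uM MgCl2, 0.05% BSA, 1 mM DTT. OMFP (added at 50 uM) then reacted 10 min; fluorescence read at 485/525 nm.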
# TRPV1 agonist – human TRPV1 agonism | activation, % at 8.33 µM | AID 540275 | hit rate 0.19% among 320,000 | Q8NER1 | TRPV1-expressing cells, Fluo-8 calcium influx, agonist mode; in the data active = activation above about 80%; inconclusive = between about 30% and that limit; note: 0% is about no effect
#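 Fluo-8 calcium influx in TRPV1-expressing cells, kinetic read (ex 480/em 520 nm). Compound added and read 3 min for agonist activity, followed by capsaicin at EC20 final and 2 min further read for enhancement.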
# TSHR antagonist – antagonists of human thyroid stimulating hormone receptor. P16473. TSHR-expressing cells, TSH-stimulated cAMP HTRF, 2 h; hits give low values. activity change, negative = inhibition, % at 11.5 µM. hit rate 0.2% among 330,000. AID 504810;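 active = activity change below a set negative limit, meaning inhibition stronger than a set level, cut at about -70% in these data; inconclusive = activity change between two set negative limits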; note: % is set by controls: 0 for no effect and ±100 for the full control effect
#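 TSHR-expressing cells were treated with compounds, then stimulated with TSH at EC80 (4nM final) for 2 hours at 37 deg C. Cellular cAMP was measured by HTRF competition between lysate cAMP and cAMP-d2 for a cryptate-labelled anti-cAMP antibody.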
# KCNH2 3.1 block – KCNH2 3.1 (human) potassium channel inhibition. U2OS KCNH2 3.1, thallium flux FluxOr; hits give low values. activity change, % (tested at about 1.8 µM). hit rate 0.95% among 340,000. AID 720553;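 active = maximum activity change below -70%; inconclusive = maximum activity change from -70% to -50%; inactive = maximum activity change above -50%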;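 note: thallium influx rate constant from kinetic fluorescence after stimulation buffer; % is set by controls: 0 for no effect and ±100 for the full control effect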
#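 We transduce U2OS cells with the mutant 3.1 virus, culture them overnight, load FluxOr with Red40 quencher for 45 min, then add stimulation buffer and read kinetically for 2 min to derive a normalized rate constant.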
# KCNH2 WT inh – blocks the wildtype human KCNH2 potassium channel; activity change, % at 1.84 µM; Q12809; hit rate 0.37% among 340,000; AID 720551; U2OS, BacMam KCNH2, thallium flux FluxOr; hits give low values;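 active = maximum activity change below -70%; inconclusive = maximum activity change between -70% and -50%; inactive = maximum activity change above -50%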; note: % is set by controls: 0 for no effect and ±100 for the full control effect
#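 U2OS cells transduced with wild-type KCNH2 virus are loaded with FluxOr dye for 45 min, and thallium flux is measured in kinetic reads before and after stimulation buffer. Rate constants are normalized to DMSO controls.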
# AT treatment – potential ataxia-telangiectasia treatment; […] A-T fibroblasts, KAP-1 phosphorylation AlphaLISA; neocarzinostatin DNA damage 30 min before lysis; Potency, µM (titrated, usually from 57.5 µM), inactives show at the top dose activation, usual class: activators; hit rate 0.19% among 320,000; AID 485349; note: potency is the fitted concentration of half-maximal effect; % of control where 0% means no effect; nearly all actives have a fitted effect of over 45% in size
#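 hTERT-immortalized A-T patient fibroblasts ([…]), 500 cells/well in OPTI-MEM, 1% FBS, got compounds for 60 min, then NCS for 30 min at 37C. Lysates were then assayed for phospho-KAP-1 by AlphaLISA (anti-pKAP1 donor, anti-KAP1 acceptor beads), 6 hr at 25C.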
# ELG1 repair inh – inhibitors of ELG1-dependent DNA repair in HEK293T cells; HEK293T ELG1-luciferase reporter, luminescence, 16 h; DNA damage induced by 5-fluorouridine; Potency, µM (highest dose often 46.1 µM), inactives show top-dose activity change, negative = inhibition, usual class: inhibitors; hit rate 2.3% among 330,000; AID 504467; note: potency is the fitted concentration of half-maximal effect; % is set by controls: 0 for no effect and ±100 for the full control effect; nearly all actives have a fitted effect of over 55% in size
#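 5-Fluorouridine DNA damage + compound/DMSO, 2,000 cells/well, 16 h, 37 °C/5% CO2. ONE-Glo, 30 min RT, luminescence. Readout = decrease in reporter signal.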
# Mito fusion yeast – inhibitors of mitochondrial division or activators of mitochondrial fusion; S. cerevisiae fusion-defective mutant growth rescue, CellTiterGlo 48 h; Potency, µM (doses to about 46.1 µM), without a hit: at the top dose growth rescue (activation), most hits filed as activators; hit rate 0.23% among 320,000;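 note: potency is the fitted concentration of half-maximal effect; % of control where 0% means no effect; nearly all actives have a fitted effect of over 45% in size; temperature-sensitive fusion mutants such as fzo1-1 at 37 °C on non-fermentable ethanol glycerol medium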
#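 Compounds are tested for their ability to restore growth of mitochondrial fusion-defective yeast strains at non-permissive 37C in YPEG medium over 48 hours. Viability is quantified by luciferase luminescence.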
# USP2a inh – inhibitors of human ubiquitin-specific protease USP2a | AID 463254 | USP2 core, Ub-CHOP2 coupled fluorogenic reporter, 485/531 | O75604 | Potency, µM (top dose mostly 38.3 µM), inactives show top-dose activity change, negative = inhibition, actives largely listed as inhibitors | hit rate 0.01% among 330,000;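 note: potency is the fitted concentration of half-maximal effect; plate controls were DMSO wells for no effect and full inhibition by NEM control for full effect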
# Target sequence (O75604 whole entry, looked up): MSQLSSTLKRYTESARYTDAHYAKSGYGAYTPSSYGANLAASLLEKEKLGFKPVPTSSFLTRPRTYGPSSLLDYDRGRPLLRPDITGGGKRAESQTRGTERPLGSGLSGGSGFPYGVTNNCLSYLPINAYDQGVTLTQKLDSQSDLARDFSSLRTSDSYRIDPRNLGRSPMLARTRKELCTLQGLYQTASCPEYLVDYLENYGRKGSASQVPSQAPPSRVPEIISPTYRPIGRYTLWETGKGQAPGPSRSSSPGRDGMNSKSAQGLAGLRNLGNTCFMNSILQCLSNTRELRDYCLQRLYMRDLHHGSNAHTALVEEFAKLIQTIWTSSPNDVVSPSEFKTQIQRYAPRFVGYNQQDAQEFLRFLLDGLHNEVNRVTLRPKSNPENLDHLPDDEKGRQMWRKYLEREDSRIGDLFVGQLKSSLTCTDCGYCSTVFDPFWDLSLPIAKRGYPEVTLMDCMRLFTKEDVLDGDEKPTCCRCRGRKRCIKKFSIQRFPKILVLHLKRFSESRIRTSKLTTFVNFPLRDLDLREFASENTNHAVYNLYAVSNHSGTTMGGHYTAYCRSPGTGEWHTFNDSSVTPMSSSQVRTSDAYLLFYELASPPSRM
#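 Deubiquitinase activity read as fluorescence (485/531 nm) after Ub-CHOP2 cleavage activates the enterokinase reporter on its substrate; USP2 core 10nM, Ub-CHOP2 and substrate 25nM each, 30min compound preincubation then 60min RT; data normalized to NEM, curves fitted.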
# TCR act – activators of T cell receptors. 330,000 tested, under 10 active. primary human leukocytes, anti-CD3, IL-2 HTRF, 48 h. Potency, µM (doses to about 9.22 µM), inactives show top-dose activation of IL-2 secretion, usual class: activators. AID 504894; note: % of control where 0% means no effect
#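 Human primary leukocytes + a-CD3 beads + cpd, 48 hr; IL-2 in supernatant by HTRF (ex 320nm / em 665nm). No co-stimulatory signal supplied.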
# * hit, by the source's call; ? = inconclusive; / = no result given; [ ] = another dose, or the depositor's remark. Unless noted, calls come from the whole dose curve; as a rule, active = well fitted curve in the direction sought with a large enough effect; inconclusive = small, poorly fitted or top-dose-only effect, or another doubt; inactive = no such curve, though single readings can be large; an effect the other way counts as inactive or inconclusive.
SMILES,Eya2 phos inh,TRPV1 agonist,TSHR antagonist,KCNH2 3.1 block,KCNH2 WT inh,AT treatment,ELG1 repair inh,Mito fusion yeast,USP2a inh,TCR act
O=C(Nc1nc(-c2ccc3c(c2)OCCO3)cs1)C1CCCC1,-8.7%,14.6,-12.1,-11.6,-3.8,5.3%,?,-10.4%,-14.4%,1.6%
CCCNC(=S)N1CCC(n2cnc3ccccc32)CC1,13.0%,1.5,-0.6,3.0,7.1,-0.6%,-15.7%,-2.6%,-1.0%,5.8%
Cc1cc(C)nc(/N=C(\N)Nc2ccc(SC(F)F)cc2)n1,2.2%,16.0,-0.2,-20.5,32.5,-31.8%,?,-4.3%,3.2%,-1.1%
O=C(OCc1cn(-c2ccc(Cl)c(Cl)c2)nn1)c1ccccc1Cl,2.8%,-2.3,-3.3,-4.7,-3.7,9.4%,-16.3%,-3.6%,1.7%,-3.3%
CCOc1ccc(-c2nnc(-c3snc(-c4ccc(F)cc4)c3N=CN(C)C)o2)cc1,11.1%,3.1,4.7,1.6,-8.3,1.3%,-4.3%,-2.0%,1.3%,29.5%
CCCn1nc(Oc2nc(SC)nc(N(C)C)n2)ccc1=O,-4.8%,1.4,13.4,-0.6,-1.6,1.4%,29.1%,0.2%,2.2%,12.7%
COC(=O)CSC(C)C(=O)Nc1nnc(C(C)C)s1 (stereo not drawn),4.2%,1.2,-6.6,6.1,/,1.1%,-9.0%,4.6%,1.0%,7.1%
Cc1ccc(S(=O)(=O)CC(=O)NC(C)(C)C)cc1,3.6%,5.0,10.2,5.5,-5.5,0.8%,22.7%,-1.8%,1.7%,-1.6%[46.1 µM]
C/C(Cn1nnc([N+](=O)[O-])n1)=N\NC(=O)c1ccc(Cl)c(Cl)c1,-21.3%,9.7,4.9,5.0,-5.6,10.4%,-6.7%,-5.5%,3.6%,-4.2%
Cc1ccnc(NC(=O)c2cccc([N+](=O)[O-])c2C)c1,6.4%,2.0,15.9,7.6,-6.6,-2.9%,2.6%,13.4%,9.2%,/
CC1CCCCC1NC(=O)CSc1nnc(CN2CCOCC2)n1C (stereo not drawn),9.5%,-1.6,-2.6,2.6,-0.7,-0.5%,5.2%,-0.2%,0.3%,-2.0%
O=C(NC1CC1)c1ccc(CN(c2ccccc2)S(=O)(=O)c2ccccc2)cc1,-15.3%,18.2,-12.8,7.5,2.9,2.1%,?,4.7%,1.7%,-0.4%
CCOC(=O)C1=C(C)NC(=O)CC1c1cc(OC)c(OC)cc1Br (stereo not drawn),-14.0%,3.3,1.2,-5.4,3.3,1.0%,7.4%,-5.7%,-0.8%,-3.2%
CCC(=O)OCC(=O)Nc1ccc2c(c1)OCO2,12.6%,2.3,19.6,2.3,-10.1,-4.0%,19.8%,-9.3%,2.0%,5.7%
Cc1ccc(NC(=O)CN(Cc2ccccc2)S(C)(=O)=O)cc1C,-17.2%,6.5,-3.9,-9.3,1.0,1.6%,-3.4%,4.2%,1.9%,1.3%

# Limited to AT treatment, Mito fusion yeast and ELG1 repair inh, for some of the entries so far:
canonical_smiles | AT treatment | Mito fusion yeast | ELG1 repair inh
Cc1cc(C)nc(/N=C(\N)Nc2ccc(SC(F)F)cc2)n1 | -31.8% | -4.3% | ?
CCOC(=O)C1=C(C)NC(=O)CC1c1cc(OC)c(OC)cc1Br (stereo not drawn) | 1.0% | -5.7% | 7.4%

# (next part)
SMILES,Eya2 phos inh,TRPV1 agonist,TSHR antagonist,KCNH2 3.1 block,KCNH2 WT inh,AT treatment,ELG1 repair inh,Mito fusion yeast,USP2a inh,TCR act
COc1ccc(C(=O)/C=C2/c3ccccc3CC(C)(C)N2C)cc1OC,-10.0%,-1.0,12.7,15.3,0.3,-2.4%,?,0.2%,-3.0%,-1.0%[46.1 µM]
O=C(NCc1ccccc1)c1cc(-n2cnnc2)ccc1Cl,8.0%,0.4,-10.1,-2.3,-1.0,7.9%,-3.4%,-6.1%,2.9%,3.4%
CCOc1ccc(N(CC(=O)Nc2cccc(C)c2)S(C)(=O)=O)cc1,-0.7%,-7.3,-5.1,0.9,2.9,1.4%,?,4.1%,0.2%,/
Cc1nnsc1C(=O)Nc1ccc(Cl)cc1,-4.8%,6.3,13.0,-10.1,-9.4,-0.9%,?,4.5%,-1.6%,0.0%[46.1 µM]
COC(=O)c1sc(NC(=O)CC(C)C)c(C(=O)OC)c1C,8.1%,6.7,6.5,1.3,0.3,/,?,10.3%,4.1%,-7.5%
COC(=O)c1ccccc1NC(=O)c1ccc(COc2ccc3c(c2)CCC3)cc1,-28.4%,1.7,96.6,5.7,24.5,12.8%,?,2.1%,1.2%,9.5%
CCCc1nnc(SCC(=O)NC2CCCCC2)n1CCOC,-1.3%,-3.7,9.3,16.6,13.3,-7.4%,13.8%,1.7%,2.7%,4.8%
Cc1c(NC(=O)c2cc(-c3ccccc3O)on2)c(=O)n(-c2ccccc2)n1C,-3.6%,5.9,2.7,6.3,4.7,-1.1%,0.0%,0.6%,0.0%,-0.1%
CC1CC(C)(C)NC(=S)N1CC(=O)N(C)Cc1ccccc1 (stereo not drawn),2.2%,0.2,-5.7,-2.0,30.5,0.9%,8.7%,-5.0%,4.5%,3.1%
CC(=O)c1c(C)nc(-c2ccc(Cl)cc2Cl)n1O,-4.7%,-3.1,12.0,-8.3,8.9,-7.0%,-7.1%,5.7%,0.0%,-4.1%[46.1 µM]
CCOP(=O)(OCC)C(Nc1ccccn1)c1ccc(F)cc1 (stereo not drawn),4.3%,-1.0,20.5,-9.3,7.2,-6.7%,2.0%,1.3%,3.1%,3.7%[46.1 µM]
Cc1c(C(=O)c2ccc([N+](=O)[O-])cc2)c(=O)n(C)c(=O)n1C,-12.8%,-0.5,1.2,/,-0.1,0.7%,7.6%,-6.2%,0.8%,2.6%
COc1ccc(CNC(=O)C[C@H]2C[C@H](C(=O)N3CCCCC3)[C@@]3(CCc4ccccc4)c4[nH]c5cc(-c6ccco6)ccc5c4CCN3C2=O)cc1OC,-0.7%,/,-13.8,-3.5,3.7,3.3%[11.5 µM],?,/,-2.1%,-7.7%[46.1 µM]
COc1cccc(-n2c(=O)c3sccc3n(CC(=O)NC3CCCCC3)c2=O)c1,14.5%,2.2,-4.2,-8.8,-5.6,-8.3%,16.4%,4.1%,1.6%,-1.8%
COc1ccc(CCN2C(=O)CC(C(N)=O)SC2=Nc2ccccc2)cc1 (stereo not drawn),-2.9%,-1.9,-3.3,-9.4,5.4,-4.6%,-0.5%,1.0%,-1.8%,-3.6%
O=C(O)C1CCN(S(=O)(=O)c2cccnc2)CC1,12.9%,/,-1.7,-7.3,-11.8,0.8%,16.6%,-0.4%,0.1%,-17.4%
O=C(Nc1cccnc1)C1CC(c2ccccc2O)=NO1 (stereo not drawn),-0.6%,1.9,-1.9,7.5,-19.3,1.9%,?,-8.4%,4.1%,/
COc1cccc(NC(=O)c2c([N+](=O)[O-])cnn2C)c1,-0.6%,2.6,-2.9,-11.8,-25.4,4.9%,1.4%,2.1%,0.0%,-0.7%
COc1ccc(OC)c(S(=O)(=O)N2CCN(c3ccccc3OC)CC2)c1,3.5%,5.0,-10.7,10.4,0.6,2.3%,-9.5%,12.7%,1.3%,-3.9%
CCN(CC)CCN(Cc1cc2cc(C)ccc2[nH]c1=O)C(=S)NCc1ccco1,-1.1%,26.1,6.1,-9.9,65.2,-1.2%,-22.0%,-1.6%,2.0%,0.2%
COc1ccc(NC(=O)NCCCN2CCc3ccccc3C2)cc1,8.2%,?,7.2,-4.7,33.0,-7.0%,4.0%,0.8%,2.5%,-4.6%
CC(=O)NNS(=O)(=O)c1ccc(-c2cc(C(F)(F)F)n(C)n2)s1,-21.2%,0.0,33.1,9.1,11.5,12.9%,-15.8%,-2.6%,-0.5%,-7.4%
CC(=O)c1c(C)[nH]c(C(=O)OCC(=O)C(C)(C)C)c1C,-0.4%,1.4,-7.3,7.0,0.1,4.4%,?,1.8%,1.4%,/
CC(=O)CSc1ncnc2c1oc1ccccc12,9.6%,0.4,28.8,5.9,-4.5,6.6%,?,-2.9%,-2.3%,-4.8%
CC1CC2=C(C(=O)O1)C(c1ccccc1)Nc1ccccc1N2 (stereo not drawn),-0.4%,-2.7,9.4,5.2,0.4,2.5%,1.3%,-1.3%,1.3%,1.3%[46.1 µM]
CC(=O)Nc1c(C(N)=O)oc2ccc(Cl)cc12,14.2%,6.8,11.9,-25.4,-1.8,5.7%,1.6%,-1.6%,7.4%,-3.8%
NC(N)=Nc1nc2ccc(Cl)cc2c(=O)[nH]1,-9.2%,1.9,-2.3,12.7,-5.3,3.6%,-4.4%,3.3%,3.0%,1.8%
O=C(COc1ccccc1Cl)NC(=O)NC1CCCC1,-2.6%[15.4 µM],7.7,-10.6,4.4,0.7,8.5%,?,3.7%,4.4%,1.7%
Cc1ccccc1C(=O)NC(=S)NCC(=O)c1ccccc1,1.9%,7.4,5.3,2.9,-3.2,1.1%,20.5%,-3.6%,-0.9%,3.8%

# Not all compounds are listed; count on the stated rates, not on these rows.
